# CRFR2-BP ag: CRF-BP/CRF-R2 complex agonism. HEK293 CRF-R2/CRF-BP, calcium dye fluorescence (FLIPR); percent of saturating CRF peptide response. activation, % at 13.2 µM. 350,000 tested, 0.46% active. AID 588473;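 active = activation of at least 50%, plus an integration ratio under a set limit after plate pattern correction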;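 also: plate controls were neutral control wells without compound for no effect and CRF at EC100 for full effect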
# M5 antag: antagonists of human muscarinic M5 receptor (CHRM5); P08912; CHO-hM5 cells, Fluo-8 calcium fluorescence, ACh EC80; inhibition, % at 3 µM; 360,000 tested, 0.59% active; AID 624040;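 active = inhibition above a per-plate cutoff, the mean of that plate's test compounds plus 3 SD, cut at about 27% in these data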;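 also: 0% = acetylcholine EC80 with DMSO and 100% = DMSO without agonist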
# Target sequence (P08912 whole entry, looked up): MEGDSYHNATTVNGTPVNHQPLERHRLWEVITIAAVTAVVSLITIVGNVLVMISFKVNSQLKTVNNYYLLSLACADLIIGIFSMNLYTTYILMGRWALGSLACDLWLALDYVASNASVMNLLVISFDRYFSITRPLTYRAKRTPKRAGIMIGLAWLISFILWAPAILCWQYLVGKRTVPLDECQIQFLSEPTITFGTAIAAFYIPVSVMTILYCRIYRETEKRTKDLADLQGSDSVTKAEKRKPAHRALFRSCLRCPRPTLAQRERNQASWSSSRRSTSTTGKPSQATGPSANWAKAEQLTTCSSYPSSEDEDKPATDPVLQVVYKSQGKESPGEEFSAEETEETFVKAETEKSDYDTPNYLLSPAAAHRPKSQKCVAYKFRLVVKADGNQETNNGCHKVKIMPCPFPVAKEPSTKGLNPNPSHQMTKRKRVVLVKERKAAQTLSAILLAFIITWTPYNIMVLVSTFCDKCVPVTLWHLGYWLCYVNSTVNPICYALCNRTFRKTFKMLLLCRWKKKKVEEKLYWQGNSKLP
# M4 antag: antagonists of human muscarinic M4 receptor (CHRM4); P08173; CHO-hM4 cells, ACh EC80, Fluo-8 calcium fluorescence; inhibition, % at 3 µM; 360,000 tested, 0.73% active;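 active = inhibition above its plate's cutoff, the mean inhibition of sample wells plus 3 SD, cut at about 27% in these data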;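 also: 0% = acetylcholine EC80 with DMSO and 100% = DMSO without agonist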
# Target sequence (P08173 whole entry, looked up): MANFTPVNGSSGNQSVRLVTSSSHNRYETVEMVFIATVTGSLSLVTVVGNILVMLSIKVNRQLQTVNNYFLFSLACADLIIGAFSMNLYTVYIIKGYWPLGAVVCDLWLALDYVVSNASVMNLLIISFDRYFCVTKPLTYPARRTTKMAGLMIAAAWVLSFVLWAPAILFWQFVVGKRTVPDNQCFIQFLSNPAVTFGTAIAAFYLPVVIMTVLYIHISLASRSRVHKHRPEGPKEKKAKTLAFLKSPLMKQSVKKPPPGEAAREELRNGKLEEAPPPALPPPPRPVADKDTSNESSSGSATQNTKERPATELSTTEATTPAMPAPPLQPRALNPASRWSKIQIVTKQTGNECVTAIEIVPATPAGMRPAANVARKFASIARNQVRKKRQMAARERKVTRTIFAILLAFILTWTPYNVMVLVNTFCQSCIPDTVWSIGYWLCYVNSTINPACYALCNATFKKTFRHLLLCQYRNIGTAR
# CHRM5 agonist: CHRM5 agonism in calcium assay. 360,000 tested, 0.19% active. activation, % at 3 µM. AID 624037. P08912. CHO-K1 hM5 cells, Fluo-8 calcium fluorescence; 0% DMSO wells, 100% maximal acetylcholine response;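 active = activation above the run's mean over test compounds plus 3 SD, cut at about 23% in these data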;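 also: signal is peak over basal fluorescence ratio across the kinetic read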
# CRFBP-R2 block: blocks CRF-induced signaling of the CRF-BP/CRF-R2 complex. AID 588475. 350,000 tested, 0.59% active. inhibition, % at 11.8 µM. HEK293 CRF-R2/CRF-BP, CRF-induced calcium fluorescence;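 active = inhibition of the ligand-induced calcium signal above about 50% at the single tested concentration, limit read from the data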
# CHRM5 PAM: CHRM5 positive allosteric modulation; P08912; CHO-K1 hM5, Fluo-8 calcium, ACh EC20 PAM; 0% = ACh EC20, 100% = ACh EC100; 360,000 tested, 0.3% active; activation, % at 3 µM;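 active = activation above the run cutoff, the mean activation of all test compounds plus 3 SD, cut at about 18% in these data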
#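 Test system: CHO-K1 hM5 cells / Doses: single-point, 3 µM nominal / Times: Post-acetylcholine fluorescence recording 140 s / Technique: Fluo-8 calcium fluorescence / Measure: Max/basal fluorescence ratio as % of EC20–EC100 ACh window / Benchmarks: low control EC20 acetylcholine (0%), high control EC100 acetylcholine (100%) / Replicates: one well per compound, no replicates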
# CHRM4 agonist: CHRM4 agonism in calcium assay; P08173; CHO-K1 hM4/Gqi5, Fluo-8 calcium fluorescence; vehicle 0%, full acetylcholine response 100%; activation, % at 3 µM; 360,000 tested, 0.14% active; AID 624127;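 active = activation above the run mean over all test wells plus 3 SD, cut at about 32% in these data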;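 also: peak over basal fluorescence ratio per well then scaled between controls; 0% = DMSO wells and 100% = acetylcholine at EC100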
# IDE inh: cellular human IDE inhibition; P14735; HEK cells, FAbetaB cleavage, fluorescence polarization; inhibition, % at 5.59 µM; 320,000 tested, 0.41% active; AID 434962;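 active = percent inhibition above the average of all tested compounds plus 3 SD, set per screening campaign, cut at about 16% in these data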;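 also: IDE supplied by intact live HEK cells; FP after avidin binding of uncleaved biotin substrate so inhibition keeps polarization high; 0% = DMSO wells and 100% = 60 µM reference IDE inhibitor Ii1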
# CHRM4 PAM: positive allosteric modulators of human muscarinic M4 receptor. 360,000 tested, 0.4% active. CHO-K1 hM4/Gqi5, Fluo-8 calcium fluorescence, ACh EC20; 0% = ACh EC20, 100% = maximal ACh. activation, % at 3 µM;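 active = activation above its plate's cutoff, the mean activation of sample wells plus 3 SD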; also: some results filed as inactive read as strong as hits
# An asterisk follows results filed as active; · = not tested or not shown.
No.	Structure	CRFR2-BP ag	M5 antag	M4 antag	CHRM5 agonist	CRFBP-R2 block	CHRM5 PAM	CHRM4 agonist	IDE inh	CHRM4 PAM
1	Cc1cc(Cl)c(S(=O)(=O)NCC2CCCO2)cc1OCC(=O)NC1CCCCC1 (stereo not given)	1.7	-1	-16	1	-8	-10	8	6	-5
2	CCCn1c(N)c(NCCN2CCOCC2)c(=O)n(CC(=O)NCc2ccccc2)c1=O	1.6	-1	3	-1	27	8	1	2	4
3	CCn1c2ccc(F)cc2c2nnc(SCCN3CCCCC3)nc21	-2.8	7	3	-9	-4	-3	0	·	-8
4	Cc1cccc(N2CCN(CC(=O)Nc3ccc(-n4cnnn4)cc3)CC2)c1C	1.5	0	2	-2	10	2	0	8	6
5	Cc1c(C(=O)N2CCc3ccccc3C2)sc2nc(-c3ccccc3)cn12	0.6	6	8	-2	-19	-11	8	2	-4
6	CC(C)C(=O)Nc1ccc(S(=O)(=O)Nc2nccc(/C=C/c3ccccc3)n2)cc1	0.5	-1	13	-2	5	-3	1	1	-6
7	Cn1c(NNC(=O)c2c(F)cccc2F)cc(=O)n(C)c1=O	-0.4	-4	5	2	4	8	1	-4	5
8	COc1ccccc1NC(=O)CSc1nnc(CC(=O)Nc2ccccc2C)n1C	-2.0	16	6	0	-2	-3	0	4	-2
9	O=C(O)CSc1nnc(NC(=O)c2ccc3c(c2)OCO3)s1	-4.2	6	1	-4	7	-4	0	0	4
10	Fc1ccc(-c2nnc(NC3=NCCCCC3)o2)cc1	2.1	-9	-4	-2	-6	-1	2	0	12
11	O=C(CCn1nnc2ccccc21)N1CCC(O)(c2cccc(F)c2)CC1	-0.6	-2	-2	0	-6	1	2	1	-2
12	COc1cccc(/C=N/NC(=O)C(=O)Nc2ccccc2OC(F)(F)C(F)F)c1O	0.4	3	2	-1	-62	-5	4	-8	-3
13	COc1ccc(C2CC(c3ccccc3)=NN2C(=O)COC(=O)C2CC2)cc1 (stereo not given)	-0.6	4	-4	1	17	-2	3	3	-4
14	O=C(NNS(=O)(=O)c1ccccc1)c1ccc(O)cc1	-2.0	5	1	-1	11	-5	0	4	-4
15	Cc1ccc(-n2c(C)cc(C(=O)CN3C(=O)C(=O)N(C4CCCC4)C3=O)c2C)cc1	161*	8	-6	-7	7	-13	2	2	-10
16	COC(=O)c1c(NC(=O)COc2ncnc3ccccc23)sc(C)c1C	-1.9	-8	-7	-3	-7	0	1	7	0
17	CCC(=O)N/N=C(\C)CC(=O)Nc1cc(Cl)ccc1C	-2.1	1	6	-1	5	1	0	4	3
18	CCn1nc(C)cc1C(=O)Sc1cccc(Cl)c1	0.5	11	6	0	-21	-8	0	-1	-5
19	Cn1[nH]cc(C=NC(N)=O)c1=O	-1.8	3	-2	2	0	2	1	·	0
20	CCOC(=O)c1nn(-c2cc(C(=O)OC)cc(C(=O)OC)c2)cc1O	-0.2	-2	-12	2	-2	3	2	-1	11
21	CN(C)N(C)C(=O)C(O)(c1ccccc1)c1ccccc1	2.5	16	8	-2	-5	-16	21	0	-9
22	CCCCC(=O)N1C/C=C\C(c2ccc(OC)cc2)N(Cc2ccc(F)cc2)C(=O)[C@H]1Cc1ccccc1 (stereo not given in full)	1.8	3	-1	0	10	-8	1	-1	-3
23	CCNC(=O)C(=O)NCC1OCCCN1S(=O)(=O)c1cccs1 (stereo not given)	0.7	2	5	-1	2	1	1	8	11
24	Cc1ccc(CN(CC(=O)NC2CCCC2)C(=O)CSc2nnc(COc3ccccc3)o2)cc1	1.0	2	0	1	-7	-1	1	7	-1
25	CCCC1C2CN(C(C)=O)CC=C2C(C#N)=C(N)C1(C#N)C#N (stereo not given)	-1.0	-3	-3	1	-3	12	1	4	9

# Arranged by number of heavy atoms (rising): 3 of the compounds above
No.	Structure	CRFR2-BP ag	M5 antag	M4 antag	CHRM5 agonist	CRFBP-R2 block	CHRM5 PAM	CHRM4 agonist	IDE inh	CHRM4 PAM
17	CCC(=O)N/N=C(\C)CC(=O)Nc1cc(Cl)ccc1C	-2.1	1	6	-1	5	1	0	4	3
3	CCn1c2ccc(F)cc2c2nnc(SCCN3CCCCC3)nc21	-2.8	7	3	-9	-4	-3	0	·	-8
11	O=C(CCn1nnc2ccccc21)N1CCC(O)(c2cccc(F)c2)CC1	-0.6	-2	-2	0	-6	1	2	1	-2

# Further results.
No.	Structure	CRFR2-BP ag	M5 antag	M4 antag	CHRM5 agonist	CRFBP-R2 block	CHRM5 PAM	CHRM4 agonist	IDE inh	CHRM4 PAM
26	COC(=O)c1c(-c2ccc(C)cc2)csc1NC(=O)C1CC=CCC1C(=O)O (stereo not given)	-3.4	7	10	1	14	-2	1	-2	-8
27	COc1ccc(C(=O)N/N=C(\Cc2ncc[nH]2)c2ccccc2)cc1	0.6	6	-3	1	1	4	1	-3	-2
28	O=C(NCCNC(=O)c1ccco1)c1ccc(Cl)c(Cl)c1	0.7	9	-3	-2	-15	-2	3	2	5
29	CCOC(=O)N1CCN(C(=O)CSc2nnc(Cn3c(=O)sc4ccccc43)n2C)CC1	-1.6	3	9	1	0	-1	1	4	-3
30	CCOC(=O)[C@H]1[C@H]2COc3ccccc3[C@@H]2N2C(=O)c3cc(F)c(F)cc3NC(=O)[C@@]12C	-0.7	12	12	-5	22	-7	2	-3	0
31	CCOc1ccc(CCNC(=O)CCNC(=O)c2ccco2)cc1OCC	1.6	7	-8	-4	4	4	1	-3	19*
32	COc1ccccc1CNC(=O)CN1C(=O)c2ccc([N+](=O)[O-])cc2C1=O	-0.7	30*	11	-2	2	-11	4	-6	-9
33	CCC(=O)N1CCN(c2ccc(Cl)cc2NC(=O)c2ccc(Br)o2)CC1	-2.8	2	-1	-2	-1	2	0	-1	7
34	COc1ccc(Cc2nc3ccc(C(=O)NCCn4ccnc4C)cc3o2)cc1OC	-1.0	7	-1	-7	-5	3	1	-1	2
35	CCCN(CCC)CCCNC(=O)C(NS(=O)(=O)c1ccc2c(c1)CCC(=O)N2)c1ccccc1 (stereo not given)	-1.0	9	9	-3	-2	3	1	3	-7
36	Cc1cccc(-c2noc(CCC(=O)NCc3ccccc3)n2)c1	-1.3	-5	-5	-1	5	3	0	-2	9
37	O=C(Nc1ccccc1)c1cc(S(=O)(=O)N2CCOCC2)cs1	0.4	6	8	1	-1	1	2	-1	-3
38	COc1ccccc1C(CC(=O)O)NS(=O)(=O)c1ccc2c(c1)N(C(C)=O)CC(C)O2 (stereo not given)	-0.6	-6	14	-3	0	5	1	4	-9
39	CCN(CC)S(=O)(=O)c1nnc(NC(=O)c2ccco2)s1	-0.7	2	4	1	-7	-4	1	0	-2
40	CCCNC(=O)c1cc(C2CCCCN2C(=O)c2ccc3c(c2)CCO3)on1 (stereo not given)	·	1	-3	2	·	-5	2	·	-3
41	O=C(O)CNc1nc(-c2ccccc2)c2cc([N+](=O)[O-])ccc2n1	2.1	3	7	-1	-36	-4	1	4	-4
42	CCC(=O)Nc1ccc(C(=O)NNC(=O)c2ccc(Cl)cc2)cc1	-0.6	-8	-1	-2	-13	2	1	·	7
43	CCOC(=O)c1c(NC(=O)/C=C\C(=O)O)sc(C)c1-c1ccccc1	-0.9	-13	0	-1	-3	11	-1	-4	0
44	COc1ccc(-n2c(SCC(=O)O)nc3sc4c(c3c2=O)CCC4)cc1	-1.3	8	3	-5	6	-1	1	6	7
45	Cc1nc2c(-c3ccc(F)cc3)c(C)nn2c(C)c1CCC(=O)N1CCN(c2ccccc2)CC1	5.1	-4	-8	-1	9	-3	0	1	0
46	Cc1cccc(CN2C(=O)CSc3ccc(C(=O)NC4CC4)cc32)c1	0.4	17	-4	-4	5	-5	2	1	-5
47	Cc1cccc(-c2oc3ccccc3c2C#CCCO)c1	0.2	5	-4	2	-11	6	0	4	9
48	CC(C)CCN1CCN(Cc2cccs2)CC1CCO (stereo not given)	-1.7	9	4	-4	39	-1	2	5	-7
49	CC(=O)NC1=NN(C(C)=O)C(c2cccc([N+](=O)[O-])c2)S1 (stereo not given)	-0.5	6	-8	-5	6	-8	1	5	4
50	CN(C)C(=O)N1CCN(C(=O)N2CCOCC2)CC1	2.8	-4	-7	-1	-5	11	0	-3	9

# Some of these compounds in order of count of non-hydrogen atoms, high to low.
No.	Structure	CRFR2-BP ag	M5 antag	M4 antag	CHRM5 agonist	CRFBP-R2 block	CHRM5 PAM	CHRM4 agonist	IDE inh	CHRM4 PAM
35	CCCN(CCC)CCCNC(=O)C(NS(=O)(=O)c1ccc2c(c1)CCC(=O)N2)c1ccccc1 (stereo not given)	-1.0	9	9	-3	-2	3	1	3	-7
29	CCOC(=O)N1CCN(C(=O)CSc2nnc(Cn3c(=O)sc4ccccc43)n2C)CC1	-1.6	3	9	1	0	-1	1	4	-3
34	COc1ccc(Cc2nc3ccc(C(=O)NCCn4ccnc4C)cc3o2)cc1OC	-1.0	7	-1	-7	-5	3	1	-1	2
40	CCCNC(=O)c1cc(C2CCCCN2C(=O)c2ccc3c(c2)CCO3)on1 (stereo not given)	·	1	-3	2	·	-5	2	·	-3
32	COc1ccccc1CNC(=O)CN1C(=O)c2ccc([N+](=O)[O-])cc2C1=O	-0.7	30*	11	-2	2	-11	4	-6	-9
44	COc1ccc(-n2c(SCC(=O)O)nc3sc4c(c3c2=O)CCC4)cc1	-1.3	8	3	-5	6	-1	1	6	7
46	Cc1cccc(CN2C(=O)CSc3ccc(C(=O)NC4CC4)cc32)c1	0.4	17	-4	-4	5	-5	2	1	-5
42	CCC(=O)Nc1ccc(C(=O)NNC(=O)c2ccc(Cl)cc2)cc1	-0.6	-8	-1	-2	-13	2	1	·	7
37	O=C(Nc1ccccc1)c1cc(S(=O)(=O)N2CCOCC2)cs1	0.4	6	8	1	-1	1	2	-1	-3
39	CCN(CC)S(=O)(=O)c1nnc(NC(=O)c2ccco2)s1	-0.7	2	4	1	-7	-4	1	0	-2
48	CC(C)CCN1CCN(Cc2cccs2)CC1CCO (stereo not given)	-1.7	9	4	-4	39	-1	2	5	-7
50	CN(C)C(=O)N1CCN(C(=O)N2CCOCC2)CC1	2.8	-4	-7	-1	-5	11	0	-3	9

# New compounds follow:
No.	Structure	CRFR2-BP ag	M5 antag	M4 antag	CHRM5 agonist	CRFBP-R2 block	CHRM5 PAM	CHRM4 agonist	IDE inh	CHRM4 PAM
51	COc1ccccc1C(=O)c1cc2ccc(O)cc2oc1=O	6.2	8	4	1	-8	5	1	2	-1
52	Cc1cc(C)nc(NC2=NCC(=O)N2c2cccc(Cl)c2)n1	0.8	9	11	-3	3	-13	1	-4	-8
53	Cc1cccc(NS(=O)(=O)c2ccc3nc(-c4ccccc4)[nH]c3c2)c1C	-2.5	5	8	4	-28	-2	6	6	11
54	CCOC(=O)Nc1ccc2c(c1)N(C(=O)CN(CC)CC)c1ccccc1CC2	-1.2	3	32*	-27	0	-26	-1	·	-12
55	CCN(CC(=O)Nc1ccc(OC)c(Cl)c1)CC(=O)NC(C)C	-1.4	8	-10	2	4	-15	22	6	-13
56	CCn1cc(CCC(=O)NCCN2CCOCC2)c2ccccc21	-0.6	12	-1	-2	11	-4	0	2	1
